Bioassay records deposited in PubChem BioAssay by National Center for Advancing Translational Sciences (NCATS).
FLuc modulator: qHTS profiling assay for firefly luciferase inhibitor/activator using purifed enzyme and Km concentrations of substrates (counterscreen for miR-21 project). Luciferin 4-monooxygenase (Photinus pyralis), P08659. purified FLuc, Km substrates, luminescence inhibition. Potency, µM (doses to about 57.5 µM), inactives show at the highest dose activity change, negative = inhibition, actives largely listed as inhibitors. 6.9% of 360,000 active. AID 588342, 2011; active means well fitted inhibition curve with a large enough effect; inconclusive means small, poorly fitted or top-dose-only effect;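 further: plate controls were vehicle for no effect and reference inhibitor for full effect; nearly all actives have a fitted effect of over 55% in size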
Target sequence (P08659 whole entry, looked up): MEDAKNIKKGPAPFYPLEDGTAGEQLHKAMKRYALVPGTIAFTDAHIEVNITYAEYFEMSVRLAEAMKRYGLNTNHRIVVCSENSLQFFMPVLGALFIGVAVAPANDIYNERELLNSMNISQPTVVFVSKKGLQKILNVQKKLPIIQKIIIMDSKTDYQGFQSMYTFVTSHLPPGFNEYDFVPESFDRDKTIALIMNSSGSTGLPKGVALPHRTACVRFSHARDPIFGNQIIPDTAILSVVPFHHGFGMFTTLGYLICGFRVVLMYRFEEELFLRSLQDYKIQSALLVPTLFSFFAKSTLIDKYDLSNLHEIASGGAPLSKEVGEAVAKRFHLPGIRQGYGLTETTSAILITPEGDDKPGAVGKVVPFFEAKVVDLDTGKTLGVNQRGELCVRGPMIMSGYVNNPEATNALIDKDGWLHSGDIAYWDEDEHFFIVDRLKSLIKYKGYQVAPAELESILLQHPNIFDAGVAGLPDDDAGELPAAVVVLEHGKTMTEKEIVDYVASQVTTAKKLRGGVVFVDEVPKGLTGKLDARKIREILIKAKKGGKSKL
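Purified P. pyralis luciferase, 10 nM final, with Km-level 10 uM D-luciferin and 10 uM ATP in 50 mM Tris acetate pH 7.5, 10 mM Mg acetate, 0.01% Tween-20, 0.05% BSA; 6-point qHTS titration about 60 µM downward; luminescence read.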
* hit, by the source's call; ? = inconclusive. Potency means the concentration at half of the fitted maximal effect. Only part of the results is shown; count on the stated rates, not on these rows.

SMILES | FLuc modulator
Cc1ccc(-c2nc(-c3cc4cccc(OCc5ccccc5F)c4oc3=O)no2)cc1 | -1%
COc1ccccc1N1CCN(S(=O)(=O)c2c(C)sc3ncn(CC(=O)N(C)c4ccc(Cl)cc4)c(=O)c23)CC1 | -1%
COc1ccc(CNC(=O)COCc2cc(-c3cccs3)on2)cc1 | -1%
CCOc1ccccc1NC(=O)c1c(NC(=O)c2ccccc2)sc2c1CCCC2 | 0%
COc1cc2ccccc2cc1C(=O)N1CCN(c2nc3ccc(F)cc3s2)CC1 | -12%
Cc1c(C(=O)Nc2ccc(F)cc2F)nnn1-c1ccccc1Br | -1%
O=C(CC1NCCNC1=O)Nc1ccccc1F (configuration not stated) | 1%
Cc1ccc(C)c(NC(=O)Cn2cc(C(=O)C3CCCCC3)c3ccccc32)c1 | 0%
COc1ccc(-c2cc3nc(N)cc(=O)n3[nH]2)cc1 | -13%
Cc1ccc(-c2nc3sc(CCNC(=O)c4ccco4)c(C)n3n2)cc1 | 13µM*
CCCc1nc2ccccc2n2c(-c3ccc(C)cc3)c3c(=O)n(C)c(=O)n(C)c3c12 | -19%
Cc1ccccc1Nc1c(-c2cccs2)nc2cccc(C)n12 | -17%
CCOc1ccc(C(=O)N2CCC(c3ccncc3)CC2)cc1 | 1%
N#Cc1cc2c(=O)n3ccccc3nc2n(-c2nnc(SCc3ccccc3)s2)c1=O | 1%
COc1ccc(Cn2c(C(=O)O)c(CNCc3ccc(OC)cc3OC)c3ccc(C)cc32)cc1 | 4%
Cc1ccc(NC(=O)CCC(=O)N2CCSc3ccccc32)cc1 | -19%
Cc1ccc(-n2ncc(C(=O)Nc3ccc4c(c3)OCCO4)c2C2CCN(C(=O)OC(C)(C)C)CC2)cc1 | ?
COc1cc(NC(=O)c2cc(-c3cccs3)on2)c(OC)cc1Cl | 1%
Cc1ccccc1OCC(=O)Nc1ccc(C(=O)OCc2cc(=O)n3ccsc3n2)cc1 | -5%
COCCNc1oc(-c2ccc(COc3ccc(OC)cc3)o2)nc1C#N | -11%
CCc1cccc2sc(N3CCN(C(=O)c4cc5ccccc5cc4OC)CC3)nc12 | -9%
COc1ccc(-c2noc(-c3cc(C(C)C)[nH]n3)n2)cc1 | 21µM*
Cc1cc(F)ccc1NC(=O)CCS(=O)(=O)c1cc2c(cc1C)NC(=O)CO2 | -13%
COc1ccc(-n2nc3ccc(NC(=O)c4c(OC)cccc4OC)cc3n2)cc1 | ?
Cc1ccc(C)c(NC(=O)c2cc(=O)c3cc(C)cc(C)c3o2)c1 | -1%

The closing two records of the part above open the next one:
SMILES | FLuc modulator
COc1ccc(-n2nc3ccc(NC(=O)c4c(OC)cccc4OC)cc3n2)cc1 | ?
Cc1ccc(C)c(NC(=O)c2cc(=O)c3cc(C)cc(C)c3o2)c1 | -1%
Cc1ccc(OCc2nc3ccccc3n2CCOc2ccc(Cl)cc2)cc1 | -20%
O=C(Nc1ccc(F)cc1F)c1noc2c1CCc1ccccc1-2 | ?
Cc1ccc2c(c1)c1c(c(=O)n(-c3ccccc3C)c(=O)n1CC(=O)N1CCCC1)n2C | -7%
CC1=C(C(=O)Nc2ccccc2Cl)C(c2cccc(O)c2)n2ncnc2N1 (configuration not stated) | -2%
CCOc1cc(Cl)c(S(=O)(=O)n2ccnc2)cc1Cl | -11%
CCOC(=O)N1CCc2c(sc(NCc3ccc(N(CC)CC)cc3)c2C(=O)Nc2cc(OC)ccc2OC)C1 | -18%
COc1ccc(CCNC(=O)c2ccc3c(c2)sc2nc(-c4ccccc4)cn23)cc1OC | 5%
CCOc1ccc(-n2c(/C=C/c3cccc(F)c3)nc3cc(OC)c(OC)cc3c2=O)cc1 | 0%
O=C(Nc1ccc2oc(-c3ccc4ccccc4c3)nc2c1)c1ccc(Cl)c(Cl)c1 | -7%
CCc1ccc(-c2ccc(C(=O)Oc3ccc(Br)cc3)cc2)nc1 | -1%
COCCN1C(=O)c2[nH]nc(-c3ccccc3O)c2C1c1ccc(Cl)c(Cl)c1 (configuration not stated) | -2%
CCN1C(=O)c2ccccc2Sc2ccc(NC(=O)Nc3cccc([N+](=O)[O-])c3C)cc21 | -8%
COc1ccc(C(=O)N2CCN(c3nc4c(OC)cccc4s3)CC2)cc1OC | -6%
Cc1ccc(NC(=O)C(Cc2c[nH]c3ccccc23)NC(=O)OC(C)(C)C)c(C)c1 (configuration not stated) | 2%
Cc1nc2ccccc2n1CCc1nc2c3ccccc3nc(SCC(=O)Nc3ccc(Br)cc3F)n2n1 | 2%
COC(=O)c1ccccc1NC(=O)Cc1noc2ccc(C)cc12 | -11%
COC(=O)c1ccc(NC(=O)CSc2nc3cc4ccccc4cc3[nH]2)cc1 | -2%
O=C(Nc1ccc2c(c1)OCO2)c1cc(-c2ccc(Cl)cc2)on1 | -1%
CC(C)(C)OC(=O)N1CCC(c2c(C(=O)NCc3ccco3)cnn2-c2ccc(F)cc2)CC1 | -5%
COc1cc(OC)c(NC(=O)Cn2cnc3c(nc4n3CCCCC4)c2=O)cc1Cl | 5%
CCN(C(=O)Cn1c(C(=O)OC)cc2sccc21)c1cccc(C)c1 | -2%
O=C(Cn1cc(SCc2c(F)cccc2Cl)c2ccccc21)N1CCCC1 | 17µM*
Cc1cc(Cl)ccc1NC(=O)Cc1ccc(NC(=O)N2CCCCc3ccccc32)cc1 | ?
CCc1ccc(NS(=O)(=O)c2ccc(-c3cc(C)no3)cc2)cc1 | ?
COc1cccc(-n2c(=O)c3c(C)c(C)sc3n(CC(=O)NCc3ccccc3)c2=O)c1 | -1%

Looked up above.
Cc1ccc(NC(=O)C(Cc2c[nH]c3ccccc23)NC(=O)OC(C)(C)C)c(C)c1 (configuration not stated) – FLuc modulator = 2%
COC(=O)c1ccc(NC(=O)CSc2nc3cc4ccccc4cc3[nH]2)cc1 – FLuc modulator = -2%

Random excerpt: 7 compounds from above
SMILES | FLuc modulator
CCOc1ccc(-n2c(/C=C/c3cccc(F)c3)nc3cc(OC)c(OC)cc3c2=O)cc1 | 0%
CC(C)(C)OC(=O)N1CCC(c2c(C(=O)NCc3ccco3)cnn2-c2ccc(F)cc2)CC1 | -5%
COCCN1C(=O)c2[nH]nc(-c3ccccc3O)c2C1c1ccc(Cl)c(Cl)c1 (configuration not stated) | -2%
O=C(Nc1ccc2c(c1)OCO2)c1cc(-c2ccc(Cl)cc2)on1 | -1%
COC(=O)c1ccc(NC(=O)CSc2nc3cc4ccccc4cc3[nH]2)cc1 | -2%
CCOc1cc(Cl)c(S(=O)(=O)n2ccnc2)cc1Cl | -11%
Cc1nc2ccccc2n1CCc1nc2c3ccccc3nc(SCC(=O)Nc3ccc(Br)cc3F)n2n1 | 2%

(cont.)
SMILES | FLuc modulator
CCCCOc1ccc(C(=O)Nc2ccc3c(c2)N(C(C)=O)CCC3)cc1 | ?
Cc1ccc(N2CC(c3nc4ccccc4n3CCC3CCCCC3)CC2=O)cc1 (configuration not stated) | 0%
COc1ccc(NS(=O)(=O)c2ccc3[nH]c4c(c3c2)CCCC4)c(OC)c1 | -2%
Cc1cc(Nc2cc(F)ccc2C)nc(-n2nc(C)cc2C)n1 | -10%
Cc1ccc(NC(=O)CSc2nc3ccccc3c3nc(CCn4c(C)nc5ccccc54)nn23)cc1F | 0%
O=C(NCc1ccc2c(c1)CCN2C(=O)c1ccc(F)cc1)c1cc2ccccc2[nH]1 | -3%
CN1C(=O)C(C)(C)c2cc(S(=O)(=O)NCc3ccc(C(=O)Nc4ccc(Cl)cc4)cc3)ccc21 | ?
CCC1CN(C(=O)Nc2ccccc2C(F)(F)F)c2ccccc2O1 (configuration not stated) | -1%
COc1ccc(C2C(C(=O)Nc3cccnc3)=C(C)Nc3nc(SCc4ccccc4)nn32)cc1 (configuration not stated) | 0%
COc1ccccc1CNC(=O)c1cnn(-c2ccc(F)cc2F)c1C1CCN(C(=O)OC(C)(C)C)CC1 | 0%
CCc1cc(C(=O)Nc2cnn(Cc3ccc(F)cc3)c2)no1 | ?
COc1ccccc1C(=O)N1c2ncnn2C2(CCCCC2)[C@@H]2CCCC[C@@H]21 | -13%
O=C(CSc1nc(=O)n(Cc2ccncc2)c2c1CCC2)Nc1ccc(F)cc1F | -1%
O=C(Cn1c(=O)n(-c2ccc(Cl)cc2)c(=O)c2c3c(sc21)CCCCC3)Nc1cccc(Cl)c1 | 2%
O=C(Nc1ccc2nc(SCC(=O)N3CCOCC3)sc2c1)c1cccc(F)c1 | ?
CCOc1ccc(CN2CCc3nc(Nc4ccc5c(c4)OCCO5)ncc3C2)cc1 | ?
Cc1ccc2c(=O)cc(C(=O)Nc3c(C)n(C)n(-c4ccccc4)c3=O)oc2c1C | -1%
CCOC(=O)c1c(C)[nH]c(CCC(=O)Nc2ccc(C)c(F)c2)c1C | 3%
CCOc1ccc(CCNC(=O)c2nn(C)c3c2CSc2ccc(C)cc2-3)cc1OCC | -2%
Cc1c(C)n(Cc2ccc(F)cc2)c2ccc(C(=O)N3CCN(c4ccc(Cl)cc4)CC3)cc12 | -2%
Cc1cccc(C)c1Nc1c(-c2ccsc2)nc2ccccn12 | -11%
O=C(c1ccc2c(c1)N(Cc1ccccc1F)C(=O)c1ccccc1S2(=O)=O)N1CCCCC1 | 6%
CCOc1ccccc1NC(=O)C1CCN(S(=O)(=O)c2ccc3c(c2)CCCN3C(C)=O)CC1 | 1%
Cn1cc(C(=O)N2CCN(c3cccc(C(F)(F)F)c3)CC2)c2c3ccccc3n(C)c2c1=O | 2%
COc1ccc(S(=O)(=O)c2cn(Cc3ccccc3)c3cc(N4CCCC4)c(F)cc3c2=O)cc1 | 3%
(list continues)
SMILES | FLuc modulator
Cc1nc2sccn2c(=O)c1S(=O)(=O)Nc1cc(C(F)(F)F)ccc1Cl | ?
COc1ccc(CC(=O)NCc2nc3cccnc3n2Cc2ccc(C)cc2)cc1 | 2%
COc1cc(Cl)c(C)cc1NC(=O)C1CCCN(c2ncnc3onc(-c4ccc(F)cc4)c23)C1 (configuration not stated) | 2%
CCCCN(C)C(=O)C1CCCN(c2ncnc3onc(C)c23)C1 (configuration not stated) | -1%
COc1ccc(-c2onc(C)c2C)cc1S(=O)(=O)NCc1ccc(Br)cc1 | -10%
CCc1ccccc1N(C)C(=O)c1cn(-c2cccc(OC)c2)c(=O)c2ccccc12 | -1%
CCN1CCN(CCCNC(=O)c2cnn(-c3ccccc3)c2C2CCN(C(=O)OC(C)(C)C)CC2)CC1 | -5%
Cc1ccccc1CN1C(=O)c2ccccc2Sc2ccc(C(=O)N3CCOCC3)cc21 | 4%
O=C(Nc1cccc(C(F)(F)F)c1)C1CCN(c2nnc(-n3cccc3)s2)CC1 | 3%
Cc1ccccc1NC(=O)c1nc(-c2ccncc2)no1 | -12%
CC(C)OCCCNC(=O)c1ccc(Cn2c(=O)c3cccn3c3cccnc32)cc1 | -5%
COc1ccc(CNC(=O)Cn2c(SCC(=O)N(C)c3ccccc3)nc3ccccc32)cc1 | -5%
O=S(=O)(c1ccc(Cl)cc1)c1nc(-c2cccs2)oc1SCc1ccc(F)cc1 | 4%
Cc1ccccc1OCc1ccc(-c2nc(C#N)c(NCc3cccnc3)o2)o1 | -17%
CCCOc1ccc(NC(=O)CC2C(=O)N(c3ccc(Cl)cc3)C(=O)N2CCc2ccncc2)cc1 (configuration not stated) | ?
Cc1cc2nc(-c3ccc(OCc4ccccc4F)cc3)cc(C(F)(F)F)n2n1 | -1%
COc1cccc(-c2cc(C(=O)Nc3cc(Cl)ccc3O)on2)c1 | -16%
COc1ccc(C2CC(=O)N(Cc3cccc(C)c3)c3c2c(C)nn3-c2nc(C)cc(C)n2)c(OC)c1 (configuration not stated) | 7%
CCOc1ccc(NC(=O)C2CCN(c3nnc(-n4c(C)ccc4C)s3)CC2)cc1 | -4%
COc1cccc(OC)c1Cn1nnc2c(=O)[nH]c(C3CCN(C(=O)c4ccccc4)CC3)nc21 | -7%
CCOc1cc(C(=O)Nc2ccc3oc(-c4ccc(CC)cc4)nc3c2)cc(OCC)c1OCC | -10%
CCOc1ccc(NC(=O)CN2C(=O)CC(C)Sc3ccccc32)cc1 (configuration not stated) | -1%
CCOCCCNC(=O)c1ccc(NC(=O)N2CCCCc3ccccc32)cc1 | 1%
CCc1cc2c(cc3c(=O)n(CC(=O)N4CCC(C)CC4)nc(CC)n32)s1 | -14%
COc1cccc(CN2c3ccccc3-c3nc(SCC(=O)Nc4ccccc4Cl)ncc3S2(=O)=O)c1 | -7%
(listing goes on)
SMILES | FLuc modulator
CCC(C)NC(=O)c1ccc(Cn2c(=O)c3cccn3c3cccnc32)cc1 (configuration not stated) | 0%
Cc1cccc(CSc2nc(-c3cccc(C)c3)nc3c2Cc2c(CO)cnc(C)c2O3)c1 | 0%
CCOc1ccc(NC(=O)c2c(NC(=O)Cc3ccccc3)sc3c2CCC(C)C3)cc1 (configuration not stated) | -17%
CCC1=Nc2cc(C(=O)NCc3ccccc3OC)ccc2Sc2ccc(Cl)cc21 | -1%
Cc1ccc(NC(=O)c2cccc3c(=O)c4c([nH]c23)CCCC4)c(C)c1 | ?
COc1ccc(CCNC(=O)Cn2c(=O)c3cccn3c3ccc(F)cc32)cc1OC | 3%
COc1ccc(CN2CCc3c(c(=O)n4ncc(C(=O)N5CCN(c6ccccc6F)CC5)c4n3C)C2)cc1 | -16%
Cc1ccccc1CN1c2ccccc2-c2nc(SCC(=O)Nc3cc(F)ccc3F)ncc2S1(=O)=O | -3%
CCCOc1ccc(CNC(=O)C(CC)n2nc(C)c3sc4ccccc4c3c2=O)cc1 (configuration not stated) | ?
COc1cc(Nc2ncc3c(n2)CCN(Cc2cc(F)cc(F)c2)C3)cc(OC)c1 | -4%
Cc1ccc(-c2csc(=Nc3ccccc3)n2CCCO)cc1 | -4%
